# MsrA act = bovine methionine sulfoxide reductase A activation; purified bovine MsrA, absorbance read-out; activation, % at 10.6 µM; hit rate 0.3% among 360,000; AID 602163; in the data active = activation above about 7.5%;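 note: 0% = vehicle and 100% = reference activator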
# NRP1-CendR mod = alters CendR peptide binding to human NRP-1 | O14786 | FAM-RPARPAR peptide binding to NRP-1, fluorescence polarization | inhibition, % at 25 µM | hit rate 0.85% among 360,000;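 active = inhibition or corrected inhibition above about 18%, plus a signal ratio from 0.5 to 1.5, limit read from the data, passing the limit was not always enough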; note: strong numbers were not always called active
# E coli Lon inh = inhibitors of E. coli Lon protease. P0A9M0. purified E. coli Lon protease, fluorescence polarization. inhibition, % at 7.94 µM. hit rate 0.42% among 360,000. AID 602123; in the data active = inhibition above about 13%, passing the limit was not always enough;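 note: 0% = enzyme with probe and DMSO and 100% = no enzyme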
# Target sequence (P0A9M0 whole entry, looked up): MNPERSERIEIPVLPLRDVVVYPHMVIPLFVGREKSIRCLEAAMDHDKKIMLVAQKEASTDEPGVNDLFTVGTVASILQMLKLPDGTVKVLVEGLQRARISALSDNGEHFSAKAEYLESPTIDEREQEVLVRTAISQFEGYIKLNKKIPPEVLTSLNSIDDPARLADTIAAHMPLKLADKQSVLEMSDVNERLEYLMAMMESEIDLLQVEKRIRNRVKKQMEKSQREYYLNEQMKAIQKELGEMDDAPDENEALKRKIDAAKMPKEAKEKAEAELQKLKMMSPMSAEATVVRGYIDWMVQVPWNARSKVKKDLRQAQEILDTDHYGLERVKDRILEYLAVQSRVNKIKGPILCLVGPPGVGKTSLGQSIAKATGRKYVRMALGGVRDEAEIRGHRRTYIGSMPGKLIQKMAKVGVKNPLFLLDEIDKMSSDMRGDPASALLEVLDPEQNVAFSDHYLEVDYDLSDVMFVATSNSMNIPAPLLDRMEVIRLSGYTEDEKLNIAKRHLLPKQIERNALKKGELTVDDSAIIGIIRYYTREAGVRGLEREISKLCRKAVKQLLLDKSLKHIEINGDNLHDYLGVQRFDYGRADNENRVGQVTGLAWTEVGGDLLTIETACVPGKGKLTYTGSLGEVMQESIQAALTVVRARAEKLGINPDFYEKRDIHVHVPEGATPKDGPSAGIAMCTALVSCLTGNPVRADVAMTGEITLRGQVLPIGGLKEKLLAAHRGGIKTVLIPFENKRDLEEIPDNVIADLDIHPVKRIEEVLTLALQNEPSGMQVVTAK
# MsrA inh = inhibitors of bovine MsrA; purified bovine MsrA, absorbance read-out; inhibition, % at 15.5 µM; hit rate 0.75% among 360,000; in the data active = inhibition above about 4.5%;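 note: 0% = vehicle wells with enzyme and 100% = reference inhibitor wells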
# PABP1 MLLE inh = inhibitors of microRNA-mediated deadenylation, human PABP1 MLLE binding. GST-MLLE / FITC-PAM2 fluorescence polarization. inhibition, % at 20 µM. P11940. hit rate 0.36% among 360,000; in the data active = inhibition above about 35%, passing the limit was not always enough;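 note: plate controls were DMSO wells with GST-MLLE for no effect and wells lacking GST-MLLE protein for full effect; some results filed as inactive read as strong as hits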
# MT1-MMP act inh = inhibitors of human MT1-MMP activation | hit rate 0.061% among 360,000 | HT1080 RFP-PRO-GFP cells, GFP/RFP ratio fluorescence, overnight; percent of plate control window, DMSO zero | AID 651647 | GFP/RFP ratio change, % at 20 µM;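 active = GFP/RFP ratio change of at least 30% with cell ATP level not reduced by more than half and red fluorescence within 50% of control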; note: strong numbers were not always called active
#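 Material – HT1080 RFP-PRO-GFP cells · Control set – DMSO wells and RFP-L50D-GFP cells · Incubation – overnight cell settling, then overnight compound exposure, 37 °C, 5% CO2 · Compound dosing – single-point 20 µM compound, 1% DMSO · Read-out – GFP/RFP fluorescence ratio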
# SKN-1 block = blocks SKN-1 activity in C. elegans. C. elegans VP596 Pgst-4::GFP/RFP ratio, acrylamide-induced, 24 h. inhibition, % at 21.8 µM. hit rate 0.49% among 360,000. AID 624304;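 active = interference check ratio from 0.5 to 1.5 plus GFP to RFP signal ratio inhibition reaching or exceeding a fixed threshold, cut at about 30% in these data, passing the limit was not always enough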; note: some compounds called inactive have numbers as strong as hits
# TbMetRS inhib = Trypanosoma brucei MetRS inhibition; purified T. brucei MetRS, ATP depletion, Kinase-Glo luminescence; inhibition, % at 11.9 µM; hit rate 0.4% among 360,000; AID 624268;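 active = inhibition above a per-plate cutoff of the control wells' mean inhibition plus 3 SD, cut at about 5.5% in these data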;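 note: 0% = DMSO wells median and 100% = median of wells with control inhibitor compound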
#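 technique = Kinase-Glo luminescence, ATP depletion format | system = purified MetRS (methionyl-tRNA synthetase) enzyme from Trypanosoma brucei | timing = 15 min preincubation, 2 h reaction, all 25 °C | evaluation = percent inhibition versus plate control medians | dosing = single dose, 11.9 µM final nominal, 0.9% final DMSO | also added = substrates ATP, L-methionine and bulk Escherichia coli tRNA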
# FAS TE block = inhibitors of human fatty acid synthase thioesterase domain; P49327; recombinant FAS-TE, OMFH fluorogenic substrate, fluorescence endpoint; inhibition, % at 15 µM; hit rate 0.67% among 360,000;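 active = compounds whose normalised, plate-corrected inhibition of enzyme fluorescence in the single-dose primary screen is 50% or more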;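 note: 0% = DMSO with enzyme and 100% = substrate without enzyme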
# Active calls of the source: *; . = no result given. Rows were taken by chance. About 4% of those tested had a hit in this group.
SMILES,MsrA act,NRP1-CendR mod,E coli Lon inh,MsrA inh,PABP1 MLLE inh,MT1-MMP act inh,SKN-1 block,TbMetRS inhib,FAS TE block
Cc1cccc(NS(=O)(=O)c2cc(C(=O)OCC(=O)Nc3cc(C)on3)ccc2C)c1,0,11,6,-0.1,-9,3,18,-0.2,10
O=C1Nc2cc(C(=O)N3CCc4ccccc4C3)ccc2S/C1=C\c1ccccc1,-4,-4,7,-0.9,-10,-3,-4,-0.1,32
C/C(=N\NC(=O)c1cccc(C)c1)c1ccc(N2CCOCC2)cc1,-11,9,-2,5.3*,4,-6,-10,-1.2,-16
CCC(=O)N(c1nnc(SCC(=O)NN2C(=O)NC3(CCC(C)CC3)C2=O)s1)C1CC1 (stereo not given),-2,4,6,1.0,-7,3,23,0.1,-7
O=C(/C=C/c1ccccc1)CCN1CCOCC1,-3,-10,5,1.7,24,-4,13,-0.2,-4
CCn1ccc(C(=O)NCc2ccc3c(c2)OCO3)n1,-5,-4,-16,-0.7,4,2,0,0.1,-4
O=C(NC(=S)NCCCN1CCOCC1)c1ccc([N+](=O)[O-])cc1,-2,5,-1,0.0,16,4,-5,0.0,1
COc1cc(CNCc2ccc(OC)c(OC)c2OC)cc(OC)c1,-11,1,1,-0.6,5,9,5,-1.4,-5
Cc1cc(N2C(=O)C3C4C=CC(C4)C3C2=O)ccc1NC(=O)c1cccs1 (stereo not given),-6,-26,1,-1.4,-9,3,-4,-1.2,-6
COc1ccc(C(C)(C)C)cc1NC(=O)COC(=O)c1cnc(C)cn1,-3,2,3,1.4,30,-1,7,-0.3,-2
O=C(NCC1CCCO1)c1csc2c1CCCCC2 (stereo not given),-2,-6,-9,0.3,-1,0,6,0.1,-4
Cn1c(SCc2ccccc2[N+](=O)[O-])nnc1-c1cccnc1,-6,6,-1,-0.5,0,-1,-7,-0.9,-2
CC(C)(C)c1ccc(CC(=O)N2CCC2(C)C(=O)NS(=O)(=O)c2cccc(Cl)c2)cc1 (stereo not given),-11,1,0,-0.2,13,.,-5,-0.3,-3
CC(=O)CCc1ccccc1,-2,-3,-8,-0.5,3,-3,-3,-0.3,-7
COc1cc(C(=O)CSc2nccn2C)cc(OC)c1OC,0,6,-7,2.2,8,1,-6,0.1,-5
CCn1c(O)c(/C=N/N=C2CCCCC2)c2cc(C3=NNC(=O)CC3)ccc21,-3,-58,4,-0.3,-64,5,-4,-0.5,0
O=C(NCCCN1CCOCC1)c1cc2ccccc2o1,-7,0,-7,0.4,4,0,-4,-0.7,-3
O=[N+]([O-])c1ccc(Sc2ncccn2)c([N+](=O)[O-])c1,-2,7,-4,1.0,19,-6,9,0.2,7
Cc1onc(-c2ccccc2Cl)c1C(=O)Nc1c(C)n(C)n(-c2ccccc2)c1=O,3,10,4,1.7,-12,5,10,-0.1,-5
CCCOC(=O)c1ccc(Oc2c(-c3ccc(OCC)cc3O)n[nH]c2C)cc1,-3,7,-3,0.2,-2,3,8,-0.4,-24
CC1(C)CC(=O)c2sc(NS(=O)(=O)Cc3ccccc3)nc2C1,-8,1,-9,5.3*,22,3,5,-0.6,-7
CCNc1nc(-c2ccc(OC(F)F)cc2)c(C)s1,-1,-14,1,-0.3,-76,1,7,-0.5,3
Cc1ccc(NC(=O)CCN2C(=O)NC3(CCCC3)C2=O)c(C)c1,-5,-7,-5,0.4,10,-1,10,-0.3,-7
Cc1cc(NC(=O)c2cc(F)c(F)cc2Cl)no1,1,-3,-9,-1.4,-7,1,8,-0.4,-6
COc1ccc(C)cc1NC(=O)CN1CCN(S(=O)(=O)c2ccc(Br)cc2)CC1,-1,-1,-6,-0.3,-5,-3,8,-0.6,24
CC(=O)N1c2ccc(S(=O)(=O)N(C)c3cc(C)ccc3C)cc2CC1C (stereo not given),-2,8,1,-1.3,-3,-1,6,-0.9,7
O=C(c1ccc(F)cc1)C1CCN(Cc2ccccc2)CC1,-2,-23,-16,0.9,-19,-5,8,1.5,-9
CCOC(=O)C1=C(COC(=O)COc2ccc(C#N)cc2)NC(=O)NC1C (stereo not given),0,2,-6,-0.1,-7,-6,-1,-0.2,-6
COc1ccc(N(CC(=O)Nc2cc(OC)c(OC)cc2C(=O)O)S(=O)(=O)c2c(C)noc2C)cc1,-1,7,-6,1.1,3,1,-7,-0.1,-3
COc1ccc(Cl)cc1NC(=O)CN(c1ccccc1)S(=O)(=O)N(C)C,-2,16,7,0.2,4,1,5,-0.3,19
COC(=O)C1=C(O)/C(=C\c2ccc(O)c(OC)c2)N=C1C,-3,-57,-70,3.4,-35,2,8,-0.4,-11
C/C(=N\NC(=O)c1ccn[nH]1)c1cn(C)nc1C,-13,4,-4,-0.5,15,4,3,-1.4,-17
CCCCn1c(CN2CCOCC2)nc2c1c(=O)n(C)c(=O)n2C,0,-1,-2,-0.1,-4,7,12,-0.5,-4
COc1ccc(CNC(=O)C2(CC3CC(c4ccccc4)=NO3)CCN(C(=O)c3cccc(O)c3)CC2)cc1 (stereo not given),-5,2,15,-0.2,1,4,8,-0.4,-3
NC(=O)C1CCCN(C(=O)c2cccc(S(=O)(=O)N(Cc3ccccc3)c3ccccc3)c2)C1 (stereo not given),-1,5,-5,0.4,4,0,-7,-0.4,0
COC(=O)c1c(NC(=O)CN(c2ccccc2)S(C)(=O)=O)sc2c1CCCC2,-3,27*,-7,2.3,-1,-3,11,-0.6,23
Cc1cc(C(C)(C)C)cc(CN2CCN(S(=O)(=O)c3cccs3)CC2)c1O,-1,-10,2,1.5,0,-7,16,0.0,21
CCOC(=O)c1ccc(N2C(=O)C(O)=C(C(C)=O)C2c2ccc(O)c(OC)c2)cc1 (stereo not given),-4,15,-4,3.2,20,3,-6,-0.1,-8
O=C(CCc1ccccn1)N1CCCC(CNS(=O)(=O)c2cccs2)C1 (stereo not given),-2,-6,-4,0.0,-2,0,3,1.4,0
NS(=O)(=O)c1ccc(CCNC(=O)Nc2ccc(Cl)cc2)cc1,-12,-8,-2,-0.6,-9,1,-22,27*,-5
OC[C@@H]1CN(Cc2cccc(C(F)(F)F)c2)C[C@H](n2cnc3c(NC4CC4)ncnc32)O1,-2,-7,-4,0.3,2,1,-2,0.5,-2
N#CC1(NC(=O)CSc2nnc3n2CCCCC3)CCCCC1,-3,-12,-2,-0.8,-1,-1,13,0.5,-4
COc1ccccc1NC(=O)CS(=O)(=O)c1cn(CC(=O)N2CCOCC2)c2ccccc12,-4,-4,2,0.4,-2,0,-10,1.0,-4
CC1CCCC(C)N1/N=C/c1ccc(Cl)cc1 (stereo not given),-1,0,-8,0.0,4,0,-1,-0.5,-3
Cc1ccc(-c2cn3c(=O)cc(C)[nH]c3n2)cc1,-6,5,0,-1.3,1,-3,0,-0.7,-9

# Three compounds from above, ordered by number of heavy atoms, highest first.
SMILES,MsrA act,NRP1-CendR mod,E coli Lon inh,MsrA inh,PABP1 MLLE inh,MT1-MMP act inh,SKN-1 block,TbMetRS inhib,FAS TE block
COc1ccc(N(CC(=O)Nc2cc(OC)c(OC)cc2C(=O)O)S(=O)(=O)c2c(C)noc2C)cc1,-1,7,-6,1.1,3,1,-7,-0.1,-3
COC(=O)c1c(NC(=O)CN(c2ccccc2)S(C)(=O)=O)sc2c1CCCC2,-3,27*,-7,2.3,-1,-3,11,-0.6,23
CCOC(=O)C1=C(COC(=O)COc2ccc(C#N)cc2)NC(=O)NC1C (stereo not given),0,2,-6,-0.1,-7,-6,-1,-0.2,-6

# More records.
SMILES,MsrA act,NRP1-CendR mod,E coli Lon inh,MsrA inh,PABP1 MLLE inh,MT1-MMP act inh,SKN-1 block,TbMetRS inhib,FAS TE block
O=C(CCCC(=O)OCC(F)(F)C(F)F)Nc1ccccc1F,-8,-2,-16,0.4,-1,1,-5,-0.1,-6
COc1cccc(C(=O)NCCCNc2nc3cc(C)cc(C)c3cc2C#N)c1,-3,-21,-1,-0.1,-2,4,-2,-1.2,10
Cc1ccc(NC(=O)COc2ccc(/C(N)=N/O)cc2)cc1C,-3,-8,-9,0.0,-8,9,0,-0.6,-15
COc1ccccc1NS(=O)(=O)c1cc(NC(=O)c2cccs2)ccc1N1CCOCC1,-5,-4,1,0.1,2,0,-4,0.5,23
COC(=O)c1c(NC(=O)CC2SCC(C(=O)OC)NC2=O)sc2c1CCCC2 (stereo not given),-2,4,9,0.5,20,3,8,-0.1,-1
Cc1ccc(SCCc2ccc(C)nc2)cc1,1,8,-17,0.1,21,1,-2,-1.2,3
O=C(Nc1ccc(N2CCOCC2)nc1)c1cccs1,-11,3,0,0.0,-6,0,-3,-0.7,-11
COc1ccccc1/C=C/C(=O)NCC(=O)N/N=C/c1ccc(C)o1,-6,-4,3,0.9,8,-5,4,0.1,-4
C=CCNc1oc(COc2ccc(C)cc2)nc1C#N,1,-23,0,1.1,-8,1,21,-0.2,4
O=c1[nH]c(Cc2ccc(Cl)cc2)nc2ccccc12,-4,2,-2,-1.1,0,-3,-3,-0.8,2
CCn1cc(C(=O)N2CCOCC2)c(=O)c2cc(S(=O)(=O)N(C)C)ccc21,-3,0,-1,3.2,2,1,-5,0.9,-3

# Of the compounds above, 7 contain a Cl atom:
SMILES,MsrA act,NRP1-CendR mod,E coli Lon inh,MsrA inh,PABP1 MLLE inh,MT1-MMP act inh,SKN-1 block,TbMetRS inhib,FAS TE block
CC(C)(C)c1ccc(CC(=O)N2CCC2(C)C(=O)NS(=O)(=O)c2cccc(Cl)c2)cc1 (stereo not given),-11,1,0,-0.2,13,.,-5,-0.3,-3
Cc1onc(-c2ccccc2Cl)c1C(=O)Nc1c(C)n(C)n(-c2ccccc2)c1=O,3,10,4,1.7,-12,5,10,-0.1,-5
Cc1cc(NC(=O)c2cc(F)c(F)cc2Cl)no1,1,-3,-9,-1.4,-7,1,8,-0.4,-6
COc1ccc(Cl)cc1NC(=O)CN(c1ccccc1)S(=O)(=O)N(C)C,-2,16,7,0.2,4,1,5,-0.3,19
NS(=O)(=O)c1ccc(CCNC(=O)Nc2ccc(Cl)cc2)cc1,-12,-8,-2,-0.6,-9,1,-22,27*,-5
CC1CCCC(C)N1/N=C/c1ccc(Cl)cc1 (stereo not given),-1,0,-8,0.0,4,0,-1,-0.5,-3
O=c1[nH]c(Cc2ccc(Cl)cc2)nc2ccccc12,-4,2,-2,-1.1,0,-3,-3,-0.8,2
